Screening data from PubChem BioAssay.
BLM helicase inh: Bloom syndrome helicase (human) inhibition; actives 0.2% (n = 350,000); Potency, µM (top dose mostly 56.1 µM), without a hit: at the top dose activity change, negative = inhibition, usual class: inhibitors; recombinant BLM DNA unwinding, fluorescence dequenching; P54132;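 note: plate controls were vehicle for no effect and no enzyme for full effect; nearly all actives have a fitted effect of over 35% in size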
HP1b chromo inh: HP1-beta chromodomain-methylated histone interaction inhibition | P83916 | AlphaScreen HP1-beta / biotin-H3K9me3 peptide binding | Potency, µM (series often up to 114 µM), for inactives: top-dose activity change, negative = inhibition, hits mostly inhibitors | actives 0.56% (n = 390,000) | AID 540317; note: nearly all actives have a fitted effect of over 70% in size; inactives centre near 23
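HP1-beta protein (50 nM final) preincubated 30 min at room temperature with biotinylated H3(1-18)K9me3 peptide (50 nM) in PBS pH 7.4, 0.01% Tween-20, then compound added for 30 min. AlphaScreen streptavidin donor/nickel chelate acceptor beads (10 ug/mL final), 30 min dark, luminescence read.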
GLS inh: inhibitors of human glutaminase (GLS); O94925; GLS enzymatic activity, qHTS titration; Potency, µM (highest dose often 45.5 µM), for inactives: top-dose activity change, negative = inhibition, most hits filed as inhibitors; actives 0.21% (n = 410,000); note: % is set by controls: 0 for no effect and ±100 for the full control effect
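Compounds were pin-transferred onto hKGA, after which L-glutamine (1 mM solution) and a detection mix of glutamate oxidase, HRP and Amplex Red were added. Initial and 30 min RT fluorescence reads were collected.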
G9a block: G9a (human) methyltransferase inhibition. actives 8.8% (n = 350,000). AID 504332. Potency, µM (series often up to 102 µM), inactives show at the top dose activity, negative = inhibition, most hits filed as inhibitors. G9a H3K9 monomethylation, AlphaScreen, 2 h; note: % is set by controls: 0 for no effect and ±100 for the full control effect; nearly all actives have a fitted effect of over 75% in size
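Methyltransferase reactions run at room temperature for 2 h (20 nM enzyme, 500 nM biotin-H3K9 peptide, 20 uM SAM) after a 15 min compound preincubation; product detected by AlphaScreen beads and anti-H3K9me1 antibody.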
BAZ2B block: blocks human BAZ2B. Q9UIF8. AlphaScreen BAZ2B-H3K14Ac peptide displacement. Potency, µM (top dose mostly 114 µM), for the others: top-dose activity change, negative = inhibition, most hits filed as inhibitors. actives 4.4% (n = 360,000). AID 504333; note: % is set by controls: 0 for no effect and ±100 for the full control effect; nearly all actives have a fitted effect of over 60% in size
Target sequence (Q9UIF8 whole entry, looked up): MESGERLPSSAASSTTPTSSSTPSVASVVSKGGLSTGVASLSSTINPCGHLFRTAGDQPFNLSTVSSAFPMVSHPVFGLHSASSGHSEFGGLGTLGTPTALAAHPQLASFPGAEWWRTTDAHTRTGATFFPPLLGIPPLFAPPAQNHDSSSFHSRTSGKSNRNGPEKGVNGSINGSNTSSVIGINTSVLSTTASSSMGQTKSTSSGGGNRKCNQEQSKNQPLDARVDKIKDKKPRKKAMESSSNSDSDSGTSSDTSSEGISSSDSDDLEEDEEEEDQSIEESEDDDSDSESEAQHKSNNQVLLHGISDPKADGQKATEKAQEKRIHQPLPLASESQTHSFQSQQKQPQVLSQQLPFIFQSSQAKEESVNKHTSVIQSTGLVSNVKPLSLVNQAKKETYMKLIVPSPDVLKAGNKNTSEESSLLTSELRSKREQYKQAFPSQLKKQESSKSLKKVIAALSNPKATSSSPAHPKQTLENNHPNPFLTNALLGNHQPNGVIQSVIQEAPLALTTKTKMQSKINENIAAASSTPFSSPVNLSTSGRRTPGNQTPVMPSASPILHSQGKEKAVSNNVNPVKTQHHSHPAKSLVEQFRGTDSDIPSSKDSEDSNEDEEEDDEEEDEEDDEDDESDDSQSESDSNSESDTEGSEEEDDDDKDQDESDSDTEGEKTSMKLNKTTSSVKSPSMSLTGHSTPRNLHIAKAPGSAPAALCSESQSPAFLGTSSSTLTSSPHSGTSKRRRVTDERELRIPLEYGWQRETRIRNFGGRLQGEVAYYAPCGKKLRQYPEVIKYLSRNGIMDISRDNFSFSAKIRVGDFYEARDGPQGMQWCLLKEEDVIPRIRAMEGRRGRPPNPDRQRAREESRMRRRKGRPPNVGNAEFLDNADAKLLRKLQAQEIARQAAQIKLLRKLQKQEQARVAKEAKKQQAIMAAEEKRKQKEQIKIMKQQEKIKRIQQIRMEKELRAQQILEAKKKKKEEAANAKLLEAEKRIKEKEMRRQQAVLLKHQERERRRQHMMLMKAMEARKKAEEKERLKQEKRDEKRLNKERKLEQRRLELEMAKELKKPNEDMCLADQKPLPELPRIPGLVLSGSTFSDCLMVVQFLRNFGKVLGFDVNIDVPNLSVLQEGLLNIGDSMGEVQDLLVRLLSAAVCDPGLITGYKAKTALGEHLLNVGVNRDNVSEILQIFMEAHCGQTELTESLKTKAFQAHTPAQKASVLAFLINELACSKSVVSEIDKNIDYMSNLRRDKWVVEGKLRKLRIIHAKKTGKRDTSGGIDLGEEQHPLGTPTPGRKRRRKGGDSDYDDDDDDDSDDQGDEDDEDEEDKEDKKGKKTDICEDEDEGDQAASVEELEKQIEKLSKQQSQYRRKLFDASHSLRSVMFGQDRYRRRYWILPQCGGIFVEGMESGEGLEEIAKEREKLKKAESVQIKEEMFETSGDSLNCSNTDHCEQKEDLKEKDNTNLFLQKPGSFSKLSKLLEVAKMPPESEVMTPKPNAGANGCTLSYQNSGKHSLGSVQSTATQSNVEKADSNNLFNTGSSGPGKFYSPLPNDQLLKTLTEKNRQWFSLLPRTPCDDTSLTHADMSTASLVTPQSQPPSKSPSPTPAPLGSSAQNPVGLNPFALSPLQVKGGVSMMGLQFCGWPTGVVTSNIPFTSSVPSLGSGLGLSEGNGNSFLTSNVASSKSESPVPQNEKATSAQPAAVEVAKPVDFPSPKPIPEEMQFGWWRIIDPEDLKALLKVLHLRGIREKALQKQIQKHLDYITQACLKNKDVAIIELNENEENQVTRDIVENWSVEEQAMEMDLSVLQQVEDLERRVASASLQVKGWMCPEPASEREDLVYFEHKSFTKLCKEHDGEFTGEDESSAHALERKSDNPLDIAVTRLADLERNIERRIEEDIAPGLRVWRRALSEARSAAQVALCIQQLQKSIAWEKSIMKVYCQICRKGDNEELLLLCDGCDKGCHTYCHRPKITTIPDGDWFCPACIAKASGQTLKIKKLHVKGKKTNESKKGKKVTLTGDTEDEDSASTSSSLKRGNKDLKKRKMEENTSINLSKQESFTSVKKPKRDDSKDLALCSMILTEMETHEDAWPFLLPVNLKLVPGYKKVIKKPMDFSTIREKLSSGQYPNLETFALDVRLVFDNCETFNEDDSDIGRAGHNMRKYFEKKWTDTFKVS
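AlphaScreen displacement of biotin-H3(5-23)K14Ac peptide (50 nM final) from BAZ2B (50 nM final) in PBS pH 7.4, 0.01% Tween-20; complex preformed 30 min RT, then compounds (top 110 uM) 30 min RT, beads 20 min dark.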
Tb PGK inh: inhibitors of T. brucei phosphoglycerate kinase | P07378 | PGK/GAPDH coupled, Kinase-Glo luminescence, 60 min | Potency, µM (titrated, usually from 57.5 µM), inactives show at the top dose activity change, negative = inhibition, hits mostly inhibitors | actives 0.043% (n = 380,000) | AID 602233; note: % is set by controls: 0 for no effect and ±100 for the full control effect; nearly all actives have a fitted effect of over 60% in size
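Recombinant glycosomal PGK reaction used 1,3-bisphosphoglycerate generated in-well by GAPDH (100nM final) in 100mM TEA pH 7.6, 5mM MgCl2, 0.01% Tween-20. After 60 minutes at room temperature, ATP was read by Kinase-Glo Plus luminescence end-point.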
Pin1 inhibitor: blocks the human prolyl isomerase Pin1; Q13526; Pin1 FP peptide displacement, HiFluor488, 10 min; Potency, µM (highest dose often 115 µM), inactives show at the top dose activity, negative = inhibition, most hits filed as inhibitors; actives 0.009% (n = 390,000); AID 504891; active = well fitted inhibition curve with a large enough effect in the polarisation, with a control signal flat, not every such curve was filed as active; inconclusive = small, poorly fitted or top-dose-only effect, or effect the other way, or a change in a side signal; inactive = no such curve, though single readings can be large or run the other way; the % refers to the polarisation; note: % is set by controls: 0 for no effect and ±100 for the full control effect
JMJD2A Tudor: JMJD2A Tudor domain (human) inhibition. O75164. AlphaScreen JMJD2A-Tudor / H3K4me3 peptide binding. Potency, µM (doses to about 114 µM), without a hit: top-dose activity change, negative = inhibition, most hits filed as inhibitors. actives 4.4% (n = 390,000). AID 504339; note: % is set by controls: 0 for no effect and ±100 for the full control effect; nearly all actives have a fitted effect of over 50% in size
Pol iota inh: blocks human DNA polymerase iota activity; Q9UNA4; Potency, µM (doses to about 115 µM), inactives show at the top dose activity, negative = inhibition, actives largely listed as inhibitors; AID 588590; Pol iota fluorescent replication assay, 10 min; actives 1% (n = 390,000)
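Pol iota at 10 nM preincubated 15 min with compounds at room temperature; reaction started with fluorescent substrate, 50 nM final. Fluorescence read kinetically at 0 and 10 min; buffer-only wells as negative control.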
* marks the source's active call; other numbers are inactive results; i = inactive; u = inconclusive; x = not tested or not shown; [ ] = remark or other dose. Unless noted, calls come from the whole dose curve; as a rule, active = well fitted curve in the direction sought with a large enough effect; inconclusive = small, poorly fitted or top-dose-only effect, or another doubt; inactive = no such curve, though single readings can be large; an effect the other way counts as inactive or inconclusive. Potency is the fitted concentration of half-maximal effect.

SMILES	BLM helicase inh	HP1b chromo inh	GLS inh	G9a block	BAZ2B block	Tb PGK inh	Pin1 inhibitor	JMJD2A Tudor	Pol iota inh
CCCC(=O)N1CCN(c2ccc(NC(=O)c3ccc(OCC)c([N+](=O)[O-])c3)cc2)CC1	-2%	-5%	1%	69%[activator][59 µM]	-38%	-5%	-6%	-3%	7%
Cc1ccc(S(=O)(=O)Nc2ccc3c(c2)n(C)c(=O)n3C)cc1	-2%	24%	17%	x	5%	-4%	-1%	-6%	32%[activator]
CCOc1ccc(NC(=O)Nc2ccccc2SC)cc1	-5%	18%	0%	-27%	0%	-18%	7%	-8%	32%[activator]
COc1cc(OC)cc(C(=O)N[C@H](C(=O)OCC(=O)N2CCc3ccccc32)C(C)C)c1	-3%	25%	-2%	-5%	1%	-4%	2%	-10%	3%
O=c1cc(CSc2nnc(COc3ccccc3)n2-c2ccccc2)c2ccccc2[nH]1	2%	18%	-11%	8%	-9%	i	-2%	-8%	0%
CC(C)OP(=O)(OC(C)C)/C(C=O)=N\Nc1ccc([N+](=O)[O-])cc1	1%	14%	19%	-41%	-30%	-4%	-1%	-19%	22%
CSc1ccc(C2NC(=O)c3c(sc4c3CCN(C)C4)N2)cc1 (configuration not stated)	1%	1%	u	40µM*	-34%	-3%	u	u	-2%
CC(C)CS(=O)(=O)c1oc(-c2ccc(F)cc2)nc1S(=O)(=O)c1ccccc1	-12%	52%[activator]	2%	u	-3%	i	x	-11%	u
CC(=O)c1sc2c(c1C)c(=O)n(-c1ccc(Cl)cc1)c(=O)n2Cc1cc(=O)n2cc(Cl)ccc2n1	-2%	24%	-3%	-5%[59 µM]	-1%	-3%	-3%	3%	-7%
CC12CCC(=O)N1C(C(=O)Nc1cccc3ccccc13)CS2 (configuration not stated)	0%	11%	2%	14%[2.33 µM]	1%	i	2%	-17%	23%
O=C(NCCc1ccccn1)c1nc(Cn2cc([N+](=O)[O-])cn2)no1	2%	8%	1%	25%	5%	1%	0%	-14%	95%[activator]
CCOc1ccc(C(=O)C[n+]2ccc(C(=O)NCc3ccccc3)cc2)cc1	-1%	23%	-8%	x	-3%	-1%	2%	-20%	22%
Cn1/c(=N\NC(=O)c2ccccc2Cl)sc2ccccc21	-4%	22%	13%	3%	-8%	10%	0%	-14%[57.1 µM]	73%[activator]
O=C(NC1CCN(Cc2ccccc2)CC1)C1CCCN(c2nnc(-n3cccc3)s2)C1 (configuration not stated)	-6%	14%	2%	-18%[59 µM]	-31%	-1%	0%	-27%	4%
CC12CCC3c4ccc(OCC(=O)O)cc4CCC3C1CCC2=O (configuration not stated)	x	20%	-11%	x	x	-3%	-6%	-13%	89%[activator]
Cc1ccc(-n2c(C)c3c(C)nnc(C)c3c2C)cc1C	2%	-22%	-20%	13%[12.7 µM]	-11%	-4%	15%	u	u
CC(=O)OCC(=O)C1=CCC2C3CCC4=CC(=O)C=CC4(C)C3(F)C(OC(C)=O)CC12C (configuration not stated)	-4%	46%[activator]	-8%	14%[12.7 µM]	-9%	i	-6%	1%	19%
O=C1c2[nH]nc(-c3ccccc3O)c2C(c2cccc(O)c2)N1Cc1ccco1 (configuration not stated)	-4%	-5%	15%	x	u	-7%	-2%	u	-3%
CCO/N=C(\C)c1c(O)cc(C(C)C)n(-c2ccccc2)c1=O	-4%	22%	-1%	u	-16%	i	8%	-7%	0%
Cc1ccc(-c2noc(COc3ccc(Br)c(C)c3)n2)cc1	1%	79%[activator]	-5%	47%[activator][59 µM]	19%	7%	-8%	26%	2%
COc1ccc2[nH]c(C(=O)NCCCn3ccnc3)cc2c1	0%	17%	0%	50µM*	-28%	4%	8%	-13%	167%[activator]
COc1ccc(NCc2ccc([N+](=O)[O-])s2)c(OC)c1	-3%	18µM*	35%[activator]	10µM*	32µM*	-2%	-2%	40µM*	-9%
Cc1cccc(C)c1NC(=S)NC(C)CCc1ccccc1 (configuration not stated)	-2%	-13%	-7%	42%[activator][59 µM]	u	-2%	-6%	-23%	123%[activator]
COCC(=O)N(C)C1(c2nnnn2CCOC(=O)Nc2ccc(Cl)cc2)CCCCC1	-3%	31%	-1%	1%	-14%	-2%	-3%	-10%	-14%

Single records, from the list above:
`CC12CCC3c4ccc(OCC(=O)O)cc4CCC3C1CCC2=O` (configuration not stated) reads BLM helicase inh = x; HP1b chromo inh = 20%; GLS inh = -11%; G9a block = x; BAZ2B block = x; Tb PGK inh = -3%; Pin1 inhibitor = -6%; JMJD2A Tudor = -13%; Pol iota inh = 89%[activator]
`CC(=O)OCC(=O)C1=CCC2C3CCC4=CC(=O)C=CC4(C)C3(F)C(OC(C)=O)CC12C` (configuration not stated) reads BLM helicase inh = -4%; HP1b chromo inh = 46%[activator]; GLS inh = -8%; G9a block = 14%[12.7 µM]; BAZ2B block = -9%; Tb PGK inh = i; Pin1 inhibitor = -6%; JMJD2A Tudor = 1%; Pol iota inh = 19%

The list goes on:
SMILES	BLM helicase inh	HP1b chromo inh	GLS inh	G9a block	BAZ2B block	Tb PGK inh	Pin1 inhibitor	JMJD2A Tudor	Pol iota inh
COc1ccc(C2=NOC(c3nnc(-c4ccccc4)o3)C2)cc1 (configuration not stated)	x	9%	13%	x	x	-12%	-1%	-24%	25%
NC(=O)c1nsc(C(=O)N(Cc2cccnc2)C(C(=O)NC2CCCCC2)c2ccc(F)cc2)c1N (configuration not stated)	1%	36%	u	12%[59 µM]	-2%	-3%	1%	-7%	9%
CCOC(=O)c1c(S(=O)(=O)Nc2ccc(F)cc2Cl)c(C)n(C)c1C	-4%	3%	-1%	u	-30%	-1%	-1%	-32%	11%
Cc1cccc2cc(C(c3nnnn3C(C)(C)C)N3CCN(C(=O)c4ccco4)CC3)c(=O)[nH]c12 (configuration not stated)	1%	23%	-2%	u	1%	x	3%	-10%	10%
Cc1cc2ncn(S(=O)(=O)c3ccc(S(=O)(=O)N4CCOCC4)cc3)c2cc1C	3%	17%	5%	-33%[59 µM]	6%	-2%	3%	-12%	6%
O=C(NCCCCNC(=O)c1cccs1)c1cccs1	-6%	26%	1%	18%	-1%	-2%	10%	-6%	124%[activator]
CN(CC(=O)Nc1ccc(F)cc1)C(=O)C1Cc2ccccc2CN1S(C)(=O)=O (configuration not stated)	x	34%	1%	u	-2%	i	2%	-8%	16%
Cc1ccc(C2=CC(c3c(F)cccc3Cl)n3ncnc3N2)cc1C (configuration not stated)	-6%	-5%	12%	-3%[59 µM]	u	3%	2%	-35%	-4%
O=C(NNS(=O)(=O)c1ccccc1)c1cnn(-c2ccc(Cl)cc2)c1C(F)(F)F	-9%	25%	25%	-27%[59 µM]	-12%	-10%	-6%	-27%	u
Oc1[nH]c2ccccc2c1N=Nc1ccc(C(F)(F)F)cn1	-1%	32%	-4%	12%[12.7 µM]	-26%	-7%	7%	6%	-13%
CCc1nnc(NC(=O)c2oc3ccc(Br)cc3c2C)s1	x	24%	-18%	x	x	1%	0%	5%	9%
COc1ccc(C)cc1NC(=S)N1CC(C)OC(C)C1 (configuration not stated)	-4%	29%	16%	43%	-4%	-2%	7%	9%	17%
C#CCNC(=O)C1=C[C@H](C2CC2)C[C@H](OCCCCO)O1	-1%	21%	10%	-19%[59 µM]	-1%	-6%	-11%	-12%	31%[activator]
COCCCNC(=O)/C(C#N)=C/c1c(N2CCN(c3ccccc3)CC2)nc2c(C)cccn2c1=O	-8%	-10%	8%	5%[2.33 µM]	u	x	u	u	u
Cn1c(=O)c2c(nc3n2CCCN3CCc2ccccc2)n(C)c1=O	0%	39%	5%	x	-14%	2%	-3%	-20%	-15%
COc1ccc(CN2CCC(C(=O)N(C)CCc3ccc(OC)c(OC)c3)CC2)c(OC)c1	3%	u	0%	10µM*	u	-5%	-8%	7.9µM*	-3%
CCN(CC)S(=O)(=O)c1ccc(NC(=O)COC(=O)c2ccc(Br)o2)cc1	-8%	15%	3%	24%[59 µM]	-1%	9%	3%	-15%	5%
O=C1SCCC1NC(=O)C(c1ccccc1)c1ccccc1 (configuration not stated)	-12%	10%	0%	41%[activator]	22%	-2%	0%	-6%	-17%
CCn1c(C)nc2cc(C(=O)NNC(=S)Nc3ccccc3)ccc21	0%	28%	0%	45µM*	0%	1%	0%	-10%	39%[activator]
CCc1ccc(C(=O)c2cn(CC(=O)NCCc3ccccc3)c3nc(C)ccc3c2=O)cc1	-11%	11%	0%	7%[59 µM]	-1%	0%	27%	-29%	-20%
COc1ccc(S(=O)(=O)n2nc(OC(=O)c3cccs3)cc2N)cc1	-5%	44%	42%[activator]	x	u	-6%	u	-19%	-6%
CC1CCC(NC(=O)C2CCC(CNS(=O)(=O)c3ccccc3)CC2)CC1 (configuration not stated)	-7%	26%	-2%	18%	3%	2%	1%	18%	35%[activator]
CC1=C(C(=O)OC(C)C)[C@@H](c2ccc(C)o2)NC(=O)N1	-2%	16%	-2%	-17%	-31%	-5%	-3%	-19%	-22%
CC1CCN(S(=O)(=O)c2ccc(Cl)cc2Br)CC1	-2%	80%[activator]	0%	55%[activator][59 µM]	102%[activator]	-1%	8%	-13%	0%
Cc1cccc(N2CCN(Cc3nc(-c4ccccc4Cl)oc3C)CC2)n1	-6%	2%	8%	u	u	-3%	-4%	u	29%
Fc1ccccc1-c1ccc(/C=N/Nc2nc3ccccc3[nH]2)o1	-7%	21%	8%	u	-31%	-18%	0%	-53%	3%
COc1ccc(CCNC(=O)[C@@H]2C[C@H]2c2ccccc2)cc1OC	-1%	14%	4%	17%[59 µM]	6%	-9%	-1%	-10%	151%[activator]
O=C(NC1CCCCC1)C1CCN(c2nnnn2-c2ccccc2)CC1	-1%	27%	3%	4%[59 µM]	4%	-9%	4%	-5%	4%
COc1cccc(-c2nc(CS(=O)CC(=O)O)c(C)o2)c1 (configuration not stated)	4%	22%	-11%	u	-7%	4%	-3%	-14%	u

This is a subset (hit frequency here may not be typical).
